Tau FP inhib: inhibitors of human tau fibril formation; Potency, µM (top dose mostly 57.7 µM), without a hit: at the highest dose activity, negative = inhibition, usual class: inhibitors; P10636; K18 P301L tau heparin fibrillization, Alexa594 FP, 6 h; AID 1468; actives 0.39% (n = 280,000); also: nearly all actives have a fitted effect of over 55% in size
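FP of Alexa 594-tau after heparin (20 uM) induction. Substrate: human K18 P301L, 15 uM unlabeled, 0.24 uM labeled. Buffer 100 mM sodium acetate pH 7. 6 hr, 37 C.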
L3MBTL1 block: inhibitors of human L3MBTL1. Q9Y468. AlphaScreen L3MBTL1–H3K9me1 peptide binding. Potency, µM (doses to about 57.1 µM), inactives show at the highest dose activity, negative = inhibition, most hits filed as inhibitors. actives 0.66% (n = 230,000). AID 485360; also: nearly all actives have a fitted effect of over 60% in size
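AlphaScreen assay: L3MBTL1 (50 nM final) was preincubated 30 min at room temperature with biotinylated H3(1-15)K9me1 peptide (75 nM final), then 30 min with library compounds; streptavidin donor and nickel chelate acceptor beads (10 ug/mL final) added, 30 min dark.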
Tau ThT inhib: inhibitors of human tau fibril formation, thioflavin T binding; Potency, µM (highest dose often 57.4 µM), for the others: top-dose activity, negative = inhibition, actives largely listed as inhibitors; recombinant tau K18 P301L, heparin-induced fibrillization, ThT fluorescence; P10636; actives 2.1% (n = 270,000); also: nearly all actives have a fitted effect of over 55% in size
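Using a mix of unlabeled (15 uM) and Alexa 594-labeled (0.24 uM) tau K18 P301L, heparin-triggered fibrillization over 6 hr at 37 C was scored by ThT fluorescence.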
ALDH1A1 block: blocks purified human ALDH1A1 activity; actives 7.3% (n = 220,000); Potency, µM (highest dose often 75.3 µM), for the others: top-dose activity, negative = inhibition, most hits filed as inhibitors; Purified ALDH1A1, NADH fluorescence, propionaldehyde substrate; AID 1030; P00352; active = well fitted inhibition curve with a large enough effect, not every such curve was filed as active; inconclusive = small, poorly fitted or top-dose-only effect, or another doubt; inactive = no such curve, though single readings can be large or run the other way;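 also: plate controls were no enzyme wells and a reference inhibitor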
Target sequence (P00352 whole entry, looked up): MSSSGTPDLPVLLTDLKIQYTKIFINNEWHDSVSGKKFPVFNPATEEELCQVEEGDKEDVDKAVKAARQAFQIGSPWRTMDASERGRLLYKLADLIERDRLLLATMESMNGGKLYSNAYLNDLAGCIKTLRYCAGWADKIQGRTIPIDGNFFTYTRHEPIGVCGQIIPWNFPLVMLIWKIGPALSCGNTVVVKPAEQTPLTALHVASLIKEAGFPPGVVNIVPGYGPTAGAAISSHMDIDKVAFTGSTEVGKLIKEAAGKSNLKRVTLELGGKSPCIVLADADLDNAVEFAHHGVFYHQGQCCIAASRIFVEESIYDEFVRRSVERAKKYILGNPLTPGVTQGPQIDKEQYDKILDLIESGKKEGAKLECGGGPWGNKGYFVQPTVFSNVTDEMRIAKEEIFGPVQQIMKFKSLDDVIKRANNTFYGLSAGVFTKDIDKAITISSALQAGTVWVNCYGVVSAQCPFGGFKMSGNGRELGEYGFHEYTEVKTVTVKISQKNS
Tau fluor cs: counter-screen for tau fibril formation inhibitors | tau K18 P301L (four-repeat tau fragment) Alexa594 fluorescence, heparin fibrillization | Potency, µM (titrated, usually from 57.7 µM), without a hit: top-dose activity change, negative = decrease | actives 0.93% (n = 280,000) | AID 1463; also: nearly all actives have a fitted effect of over 55% in size
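Human K18 P301L tau (15 uM unlabeled plus 0.24 uM Alexa 594-labeled, final) in 100 mM sodium acetate pH 7 was mixed with compound and 20 uM heparin and incubated 6 hr at 37 C.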
TexasRed fluor: alters Texas Red total fluorescence, flagging assay interference | TRb/SRC2 Texas Red total fluorescence interference | Potency, µM (doses to about 106 µM), without a hit: top-dose fluorescence change, negative = quenching | actives 0.29% (n = 280,000); active = well fitted curve in either direction with a large enough effect; inconclusive = small, poorly fitted or top-dose-only effect
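Human TRb ligand-binding domain at 0.6 uM with 20 nM Texas Red SRC2 peptide in Tris buffer containing 1 uM T3 and 5% DMSO, incubated with compound 5 h at ambient temperature. Total fluorescence (555/632 nm) calculated as parallel + 2 × perpendicular.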
GLA spleen mod: inhibitors or activators of human alpha-galactosidase in spleen homogenate. actives 0.008% (n = 240,000). AID 2107. human spleen homogenate, 4MU-alpha-Gal fluorescence, 40 min. Potency, µM (doses to about 80 µM), inactives show at the highest dose activity change, negative = inhibition, actives largely listed as inhibitors;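 also: 0% = enzyme with vehicle and -100% = no enzyme basal signal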
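Fluorogenic readout (Ex 365/Em 440 nm) of 4-methylumbelliferone released from 1 mM 4-MU-alpha-galactoside by spleen homogenate, 40 min at 37C, pH 5.0. Data normalized to no-enzyme and enzyme controls; Hill-equation AC50 from compound titrations.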
TRb SRC2 PPI: TRbeta-SRC2 interaction inhibition; actives 0.065% (n = 280,000); TRbeta-SRC2 peptide binding, fluorescence polarization; receptor liganded with 1 µM T3; Potency, µM (top dose mostly 106 µM), without a hit: at the top dose activity change, negative = inhibition, actives largely listed as inhibitors; P10828;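 also: plate controls were bound peptide for no effect and peptide without receptor for full effect; nearly all actives have a fitted effect of over 50% in size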
Target sequence (P10828 whole entry, looked up): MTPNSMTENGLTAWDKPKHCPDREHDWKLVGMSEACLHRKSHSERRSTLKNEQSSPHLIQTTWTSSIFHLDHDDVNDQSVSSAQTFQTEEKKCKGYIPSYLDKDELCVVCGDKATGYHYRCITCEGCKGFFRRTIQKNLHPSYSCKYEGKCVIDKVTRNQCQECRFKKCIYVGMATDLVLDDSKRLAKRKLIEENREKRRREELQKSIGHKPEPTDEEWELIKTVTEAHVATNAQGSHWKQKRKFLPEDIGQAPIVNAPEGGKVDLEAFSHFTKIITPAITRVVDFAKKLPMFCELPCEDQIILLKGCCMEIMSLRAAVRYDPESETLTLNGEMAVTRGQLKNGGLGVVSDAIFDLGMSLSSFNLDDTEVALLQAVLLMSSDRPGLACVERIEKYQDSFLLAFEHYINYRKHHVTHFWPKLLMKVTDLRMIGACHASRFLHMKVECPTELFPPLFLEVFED
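Assay buffer: 20 mM Tris-HCl, 100 mM NaCl, 10% glycerol, 1 mM EDTA, 0.01% NP-40, 1 mM DTT, 1 uM T3, 5% DMSO; TRb LBD 0.6 uM, Texas Red SRC2 20 nM; FP after 5 hr.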
The depositor's hits bear a star; ? = inconclusive; / = not tested or not shown; & = joins results of further samples; [ ] = another dose, or the depositor's remark. Unless noted, calls follow the shape of the dose curve; as a rule, active = well fitted curve in the direction sought with a large enough effect; inconclusive = small, poorly fitted or top-dose-only effect, or another doubt; inactive = no such curve, though single readings can be large; an effect the other way counts as inactive or inconclusive. Unless noted, % is scaled to controls: 0 for no effect and ±100 for the full control effect; potency is read from the fitted curve at half-maximal effect.

nr	Molecule	GLA spleen mod	Tau FP inhib	Tau ThT inhib	ALDH1A1 block
1	O=C(CC1Nc2ccccc2NC1=O)Nc1ccc2c(c1)OCO2 (stereo unspecified)	-4%	7%	?	?
2	c1ccc2c(c1)CCN2CCN1CCc2ccccc21	7%	8%	-23%	40µM*
3	CCCCNC(=O)C1CCC(CNS(=O)(=O)c2ccc(C)cc2)CC1 (stereo unspecified)	0%	3%&10%	3%&-4%	10µM*
4	O=C(C1CCN(S(=O)(=O)c2ccc3ccccc3c2)CC1)N1CCN(c2ncccn2)CC1	-12%	3%	-5%	-9%
5	CSc1cccc(NS(=O)(=O)c2ccc3[nH]cc(C(=O)N4CCCC4)c(=O)c3c2)c1	/	-7%	1%	/
6	O=C(O)C1CCCN1C(=O)Oc1ccccc1 (stereo unspecified)	-9%	0%	-11%	17%
7	CC(C)OC(=O)NC(Nc1ccccc1C(=O)O)(C(F)(F)F)C(F)(F)F	7%	-2%	-18%	/
8	COC(=O)n1c(=O)oc2ccc(S(=O)(=O)N3CCCCC3)cc21	-9%	0%	?	5%

nr	TRb SRC2 PPI	Tau fluor cs	L3MBTL1 block	TexasRed fluor
1	1%	-28%	?	0%
2	5%	-23%	-11%	2%
3	8%&-11%	3%&-4%	1%	-1%&-1%
4	2%	-3%	-7%	1%
5	1%	-12%	/	0%
6	0%	-3%	/	0%
7	-9%	-8%	-11%	0%
8	-4%	-11%	3%	1%

(list continues)
nr	Molecule	GLA spleen mod	Tau FP inhib	Tau ThT inhib	ALDH1A1 block
9	Cc1ccc(CNC(=O)c2cccnc2Sc2cccc(Cl)c2)cc1	-7%	-8%	-1%	6%
10	NS(=O)(=O)c1ccc(CNC(=O)c2cc(-c3ccccn3)nc3ccc(Cl)cc23)cc1	-9%	-2%	-1%	2%
11	CCOC(=O)C1=C(C(F)(F)F)Nc2ncnn2C1c1cc(OC)c(OC)cc1OC (stereo unspecified)	0%	3%	8%	2%
12	Cc1cc(=O)n2c3ccccc3n(CC(O)CN3CCOCC3)c2c1C#N (stereo unspecified)	0%	-3%	4%	-11%
13	CN(C)c1ccc(/C=N/NC(=O)c2ccccc2Cl)cc1	-6%	7%	?	?
14	Fc1ccccc1Sc1ccccc1CNC1=NCCN1	1%	6%	2%	4%
15	CC(C)(C)NS(=O)(=O)c1ccc2nc(NC(=O)c3ccc(N4C(=O)CCC4=O)cc3)sc2c1	1%	-8%	3%	3%
16	O=C1CC(c2ccccc2)CC(O)=C1C=NCCN1CCN(C(=S)Nc2cccc(Cl)c2)CC1 (stereo unspecified)	-2%	1%	-12%	?

nr	TRb SRC2 PPI	Tau fluor cs	L3MBTL1 block	TexasRed fluor
9	-1%	-12%	14%	-2%
10	-8%	-8%	/	0%
11	6%	5%	-4%	-3%
12	5%	9%	-1%	-4%
13	6%	-15%	-15%	1%
14	-7%	4%	23%	-1%
15	6%	-3%	40%[activator]	-5%
16	3%	-16%	-13%	-1%

The list continues:
nr	Molecule	GLA spleen mod	Tau FP inhib	Tau ThT inhib	ALDH1A1 block
17	CCCCNc1ccc(S(=O)(=O)c2cccc([N+](=O)[O-])c2)cc1[N+](=O)[O-]	-9%	?	-14%	-8%
18	CCOc1ccc(NC(=O)c2cc(S(=O)(=O)N3CCC(C)CC3)cn2C)cc1	/	-9%	9%	/
19	N#CC1=C(S)N=C(N)C(c2nc(-c3ccccc3)cs2)C12CCCCC2 (stereo unspecified)	7%	?	?	6%
20	COc1ccc(/C=C/C(=O)NCc2nc3ccccc3[nH]2)cc1OC	2%	-4%	-16%	-17%
21	Cc1ccc(-c2cc(C(=O)O)n[nH]2)s1	0%	-9%	-2%	9%
22	Cc1cccc(NS(=O)(=O)c2cc(C(=O)N3CCCC3)ccc2Cl)c1	-2%	-4%	-2%	?
23	Cc1cccc(C)c1OCC(=O)NNC(=O)c1ccoc1C	6%	2%	-5%	2%
24	O=C(COC(=O)c1cccs1)NCc1ccco1	5%	-12%	-17%	1%

nr	TRb SRC2 PPI	Tau fluor cs	L3MBTL1 block	TexasRed fluor
17	-4%	?	-15%	-3%
18	-5%	-1%	/	3%
19	1%	-25%	/	0%
20	-4%	-16%	-15%	-3%
21	1%	2%	13%	0%
22	1%	-4%	7%	-1%
23	-6%	4%	-1%	-1%
24	-5%	-10%	?	-4%

Four entries drawn at random from those above, as already listed:
nr	Molecule	GLA spleen mod	Tau FP inhib	Tau ThT inhib	ALDH1A1 block
16	O=C1CC(c2ccccc2)CC(O)=C1C=NCCN1CCN(C(=S)Nc2cccc(Cl)c2)CC1 (stereo unspecified)	-2%	1%	-12%	?
9	Cc1ccc(CNC(=O)c2cccnc2Sc2cccc(Cl)c2)cc1	-7%	-8%	-1%	6%
11	CCOC(=O)C1=C(C(F)(F)F)Nc2ncnn2C1c1cc(OC)c(OC)cc1OC (stereo unspecified)	0%	3%	8%	2%
22	Cc1cccc(NS(=O)(=O)c2cc(C(=O)N3CCCC3)ccc2Cl)c1	-2%	-4%	-2%	?

nr	TRb SRC2 PPI	Tau fluor cs	L3MBTL1 block	TexasRed fluor
16	3%	-16%	-13%	-1%
9	-1%	-12%	14%	-2%
11	6%	5%	-4%	-3%
22	1%	-4%	7%	-1%

Carrying on:
nr	Molecule	GLA spleen mod	Tau FP inhib	Tau ThT inhib	ALDH1A1 block
25	COC(=O)c1ccccc1NC(=O)CSc1nc(N)cc(=O)[nH]1	5%	-5%	-11%	-6%
26	CC(=O)c1c(C(C)=O)c(C)n(NC(=O)c2ccncc2)c1C	9%	-2%	-5%	?
27	COC(=O)C1=C(C)N(c2cccc3ccccc23)C(=O)C1	-4%	1%	?	-4%
28	Cc1ccc(CN(C(=O)CNC(=O)c2cccs2)C(C(=O)NCC2CCCO2)c2ccccc2)cc1 (stereo unspecified)	7%	1%	-8%	?
29	COC(=O)c1nnn(CC(=O)Nc2cc(Cl)ccc2C)c1C(=O)OC	0%	-7%	-5%	7%
30	COc1ccc(-c2ccnc3c(C(=O)O)cnn23)cc1	-2%	1%	2%	?
31	Cc1nc2ccccc2n1CC(=O)NC(C)C1CC2CCC1C2 (stereo unspecified)	2%	9%	6%	1%
32	c1ccc(Cc2nnc3sc(-c4cccnc4)nn23)cc1	7%	2%	-12%	11µM*

nr	TRb SRC2 PPI	Tau fluor cs	L3MBTL1 block	TexasRed fluor
25	-3%	-16%	25µM*	0%
26	9%	-2%	-7%	-1%
27	-2%	-12%	-7%	0%
28	5%	-8%	22%	1%
29	6%	-15%	/	0%
30	-5%	2%	/	-1%
31	1%	5%	-1%	3%
32	-11%	2%	-9%	0%

The final 4 compounds of the part before lead into the next:
nr	Molecule	GLA spleen mod	Tau FP inhib	Tau ThT inhib	ALDH1A1 block
29	COC(=O)c1nnn(CC(=O)Nc2cc(Cl)ccc2C)c1C(=O)OC	0%	-7%	-5%	7%
30	COc1ccc(-c2ccnc3c(C(=O)O)cnn23)cc1	-2%	1%	2%	?
31	Cc1nc2ccccc2n1CC(=O)NC(C)C1CC2CCC1C2 (stereo unspecified)	2%	9%	6%	1%
32	c1ccc(Cc2nnc3sc(-c4cccnc4)nn23)cc1	7%	2%	-12%	11µM*
33	CC(C)Nc1ncnc2c1nnn2Cc1ccccc1	7%	2%	-7%	13µM*
34	COCCNC(=O)COc1cccc(Oc2ccccc2)c1	5%	-2%	-5%	9%
35	CCOC(=O)CC1=NN(c2ccccc2)C(=O)C1	-5%	1%	-12%	3%
36	NC(=O)Cc1ccc(Nc2nnc(-c3ccccc3)c3ccccc23)cc1	-3%	4%	2%	3%
37	CCc1ccc2nc(N3CCC(C(=O)NCCC(C)C)CC3)sc2c1	/	-8%	?	/
38	CCOc1ccc(CNc2nc3nc(C)c(Cc4ccccc4)c(=O)n3[nH]2)cc1	/	-13%	0%	/
39	O=C(NCCCN1CCOCC1)C(=O)NCc1ccccc1Cl	-2%	3%	-5%	13%
40	O=S(=O)(Cc1ccccc1)NCc1cccnc1	-5%	0%	-8%	5%

nr	TRb SRC2 PPI	Tau fluor cs	L3MBTL1 block	TexasRed fluor
29	6%	-15%	/	0%
30	-5%	2%	/	-1%
31	1%	5%	-1%	3%
32	-11%	2%	-9%	0%
33	7%	-11%	-2%	1%
34	3%	-2%	-3%	-1%
35	-5%	-11%	0%	-2%
36	1%	-16%	-6%	?
37	3%	-22%	/	-1%
38	-6%	3%	/	?
39	3%	-7%	/	-3%
40	-8%	3%	-4%	-3%

The listing continues:
nr	Molecule	GLA spleen mod	Tau FP inhib	Tau ThT inhib	ALDH1A1 block
41	O=C(O)CCCNC(=O)c1cncc(O)c1	-1%	-11%	-11%	?
42	CC(=O)Nc1sc2c(c1C(c1ccc(Cl)cc1)N1CCOCC1)CCCC2 (stereo unspecified)	4%	6%	?	0%
43	COC(=O)CCCC1=CC2=C(c3ccccc3)C(=O)C(C)(OC(=O)C3CCCC3)C(=O)C2=CN1Cc1ccccc1 (stereo unspecified)	-6%[17.5 µM]	-5%[11.6 µM]	-15%[11.5 µM]	-13%[13.5 µM]
44	CN1CCN(C(=O)c2ccc(Oc3ccc([N+](=O)[O-])cc3)cc2)CC1	-6%	-5%	-5%	-2%
45	COCCCn1c(SCc2nnc(-c3ccc(OC)c(OC)c3)o2)nc2ccccc2c1=O	4%	-3%	-6%	-15%
46	O=C1c2c(O)ccc([N+](=O)[O-])c2C(=O)c2c([N+](=O)[O-])ccc(O)c21	5%	/	/	3%
47	NC(=O)C1=C[C@@H](C2CCCCC2)C[C@@H](OCCCCO)O1	4%	-3%	-8%	-3%

nr	TRb SRC2 PPI	Tau fluor cs	L3MBTL1 block	TexasRed fluor
41	1%	-13%	/	-7%
42	9%	-18%	/	1%
43	-3%[11.2 µM]	-8%[11.6 µM]	/	-3%[11.2 µM]
44	1%	0%	10%	-6%
45	-6%	-5%	-18%	-5%
46	-7%	/	/	-12%
47	-7%	-5%	10%	-2%

Screening results (PubChem BioAssay)
